# ABCB6 inh MLPCN – ABCB6 transporter inhibitors, primary screen, K562-ABCB6 cells, flow cytometry, MLPCN library. K562-ABCB6 porphyrin accumulation, 1 h; active compounds read low. hit rate 0.19% among 360,000. fluorescence ratio to DMSO, % at 10 µM. ATP-binding cassette sub-family B member 6 (Homo sapiens), Q9NP58. AID 602162, 2011;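 active = fluorescence ratio to DMSO below 75%, the collection mean minus 3 SD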;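 also: signal is porphyrin accumulated inside mitochondria; 100% equals median channel fluorescence of DMSO control wells; lower ratio means ABCB6 inhibition with less porphyrin fluorescence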
# iPSC survival up – enhancers of single-cell hiPSC survival, primary screen, ATPlite luminescence. 100% = ROCK inhibitor wells, 0% = DMSO. survival enhancement, % at 20 µM. hit rate 0.044% among 360,000. AID 602274, 2012; in the data active = survival enhancement above about 18%;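 also: cells exposed to compounds for 16 hours before the ATP read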
# Glyco luc inh – increase of ERlucT glycosylation luciferase signal, primary screen, N-linked glycosylation inhibitor project, D54 ERlucT cells, luminescence, set 2 | reporter increase, % at 12.5 µM | D54 ERlucT glycosylation luciferase reporter, 24 h; percent of 100 nM tunicamycin response | hit rate 0.23% among 360,000;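 active = mean luciferase reporter signal, scaled so untreated is 0 and the glycosylation-blocking control 100, at or above a set limit in every replicate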;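 also: luciferase carries N-glycosylation sites so blocking glycosylation raises the light; 0% = median of neutral control wells and 100% = median of 100 nM tunicamycin wells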
# m5-HT2A agonist – mouse Htr2a agonists via beta-arrestin recruitment, primary screen, cell-based, luminescence | hit rate 0.66% among 360,000 | CHO-K1 mHTR2A beta-arrestin complementation; percent of 30 µM serotonin response | AID 624169, 2012 | activation, % at 7.6 µM;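 active = activation above a run cutoff, the mean activation of all tested compounds plus 3 SD, cut at about 14% in these data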;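 also: 0% = plate median of compound wells and 100% = 30 µM serotonin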
# Target sequence (P35363 whole entry, looked up): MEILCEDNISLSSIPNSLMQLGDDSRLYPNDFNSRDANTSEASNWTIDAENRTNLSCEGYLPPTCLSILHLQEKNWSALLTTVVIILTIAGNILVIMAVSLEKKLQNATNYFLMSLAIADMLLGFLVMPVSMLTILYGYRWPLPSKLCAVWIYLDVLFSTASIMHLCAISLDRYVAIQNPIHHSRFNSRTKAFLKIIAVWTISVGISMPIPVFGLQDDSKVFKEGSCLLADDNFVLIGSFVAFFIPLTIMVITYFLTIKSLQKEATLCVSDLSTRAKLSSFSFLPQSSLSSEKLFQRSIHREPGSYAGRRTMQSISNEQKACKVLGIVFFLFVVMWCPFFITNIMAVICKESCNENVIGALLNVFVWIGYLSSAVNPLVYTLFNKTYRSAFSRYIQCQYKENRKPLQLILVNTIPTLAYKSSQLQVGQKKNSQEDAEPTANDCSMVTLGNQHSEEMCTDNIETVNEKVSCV
# CaV13 FRET inh – Primary screen for inhibitors of IQ motif and Ca2+-dependent inactivation inhibitor domain binding in CACNA1D, Förster resonance energy transfer in living cells, …; AID 743397; hit rate 0.098% among 340,000; inhibition, % at 12.3 µM; HEK cells, CFP/YFP FRET ICDI-IQ, plate reader, 10 min; percent FRET-ratio fall versus neutral wells;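 active = mean replicate inhibition of at least 30% and at least 1% of replicates passing that level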;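 also: 0% = median of the neutral control wells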
# PDI turbidity – inhibitors of human PDI, primary screen, biochemical, turbidity, single point, plate reader; PDI insulin aggregation turbidity, A650, 90 min; inhibition, % at 10 µM; hit rate 0.052% among 350,000; AID 588391, 2011;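 active = mean inhibition across replicates of 30% or more, whatever share of single replicates reach that level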;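 also: absorbance from insulin aggregation driven by PDI reduction with DTT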
# Target sequence (P07237 whole entry, looked up): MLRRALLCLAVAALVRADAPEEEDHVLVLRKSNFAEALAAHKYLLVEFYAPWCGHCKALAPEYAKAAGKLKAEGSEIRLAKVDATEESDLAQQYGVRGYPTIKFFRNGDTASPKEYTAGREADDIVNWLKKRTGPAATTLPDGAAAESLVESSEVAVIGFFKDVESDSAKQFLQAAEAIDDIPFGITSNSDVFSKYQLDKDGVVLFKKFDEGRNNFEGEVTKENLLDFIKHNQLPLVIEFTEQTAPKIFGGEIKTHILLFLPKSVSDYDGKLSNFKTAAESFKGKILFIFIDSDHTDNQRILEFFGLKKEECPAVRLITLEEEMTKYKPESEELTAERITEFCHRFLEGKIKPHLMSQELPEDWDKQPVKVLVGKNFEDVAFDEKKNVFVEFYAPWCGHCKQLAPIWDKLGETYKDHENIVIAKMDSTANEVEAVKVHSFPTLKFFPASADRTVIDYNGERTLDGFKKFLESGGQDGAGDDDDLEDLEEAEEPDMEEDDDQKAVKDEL
# aDG glyco up – activators of alpha-DG glycosylation, primary screen, uHTS, Pro5-aDG cells, AlphaScreen; alpha-DG glycosylation AlphaScreen (IIH6); 0% Pro5, 100% B10-LARGE cell signal; activation, % at 10 µM; AID 624168, 2012; hit rate 0.22% among 360,000;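 active = activation of at least 8% versus controls, or a plate z-score of at least 8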;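 also: Pro5 are CHO cells carrying HIG-tagged alpha-DG that lacks glycosylation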
# Vif imaging – HIV Vif self-association inhibitors, primary screen, imaging, HEK293T, single point | hit rate 0.35% among 340,000 | AID 602346, 2012 | HEK293T cells, Vif self-association by quenched fluorescence, 24 h | inhibition, % at 7.49 µM; in the data active = inhibition above about 50%, passing the limit was not always enough; also: some results filed as inactive read as strong as hits
# Exocytosis inh – LAMP-1 surface exposure blockers, TALL-104 cells – cell-based, flow cytometry, MLPCN library, primary screen | TALL-104 LAMP-1 surface exposure; cells stimulated with thapsigargin and PMA | inhibition, % at 10 µM | hit rate 0.66% among 360,000;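 active = inhibition above about 55%, limit read from the data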
# H9c2 protect – cardioprotection against H2O2-induced cell death, primary screen, uHTS, H9c2 cells, ATPLite luminescence; H9c2 cardiomyocytes, H2O2 injury protection, 2 h; protection from H2O2 cell death, % at 20 µM; hit rate 0.63% among 360,000; AID 588492, 2011;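 active = compounds giving at least 50% protection of heart cells from peroxide-induced death in the single-dose screen, raw or plate-pattern-corrected value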;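 also: 0% = DMSO wells with peroxide and 100% = DMSO wells without peroxide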
# Starred values were filed as active, the others as inactive; i = inactive; . = not tested or not shown.
SMILES,ABCB6 inh MLPCN,iPSC survival up,Glyco luc inh,m5-HT2A agonist,CaV13 FRET inh,PDI turbidity,aDG glyco up,Vif imaging,Exocytosis inh,H9c2 protect
Cc1cc(C)cc(NC(=O)c2cccc(NC(=O)c3ccco3)c2)c1,100,0.4,0,-1,-4,2,0.1,-2,-6,-2
CCCCN1CCCCC1C(=O)Nc1c(C)cccc1C (centres undefined),95,-1.6,-1,5,-5,-4,0.1,1,0,3
O=C(COC(=O)C1=COCCO1)Nc1ncc(C(F)(F)F)cc1Cl,112,4.3,0,3,.,1,0.4,.,0,2
CC[n+]1cc(C)ccc1/C=C/c1ccc(N(C)C)cc1,i,-0.5,0,-4,-8,-4,0.7,-3,-11,-18
CCCn1nnnc1NC(=O)c1cc(Br)ccc1OC,101,2.1,-1,3,-5,-8,-0.3,-14,18,1
COc1cccc(NC(=O)CN(C)C(=O)c2ccc(NS(=O)(=O)c3ccc(F)cc3)cc2)c1,87,-0.5,3,-2,-3,12,0.0,11,0,-2
O=C(NC1CCCc2c1cnn2-c1cc(F)cc(F)c1)c1cc[n+]([O-])cc1 (centres undefined),100,1.0,0,1,.,6,0.5,-5,1,2
CCc1nnc(NC(=O)CCC(=O)N2CCN(S(=O)(=O)c3ccc(OC)cc3)CC2)s1,92,-0.4,2,5,-7,2,-0.5,1,0,4
N/C(=C/C(=O)c1ccccc1O)C(F)(F)F,100,0.8,2,-1,.,9,-0.1,-1,7,14
O/N=C1\CC(O)Cc2nonc21 (centres undefined),95,-3.5,2,-1,-4,-11,0.0,-5,-2,2

# A few values from above.
# Result for `CCCn1nnnc1NC(=O)c1cc(Br)ccc1OC` in CaV13 FRET inh: -5
# Result for `CCCCN1CCCCC1C(=O)Nc1c(C)cccc1C` (centres undefined) in Vif imaging: 1

# Entries of single compounds, looked up by structure. Screens in order: ABCB6 inh MLPCN, iPSC survival up, Glyco luc inh, m5-HT2A agonist, CaV13 FRET inh, PDI turbidity, aDG glyco up, Vif imaging, Exocytosis inh, H9c2 protect
# `CC[n+]1cc(C)ccc1/C=C/c1ccc(N(C)C)cc1` across the screens: i, -0.5, 0, -4, -8, -4, 0.7, -3, -11, -18
# `N/C(=C/C(=O)c1ccccc1O)C(F)(F)F` across the screens: 100, 0.8, 2, -1, ., 9, -0.1, -1, 7, 14

# Going on with the list.
SMILES,ABCB6 inh MLPCN,iPSC survival up,Glyco luc inh,m5-HT2A agonist,CaV13 FRET inh,PDI turbidity,aDG glyco up,Vif imaging,Exocytosis inh,H9c2 protect
CCC(=O)c1ccc(OCC(=O)N2CCN(c3ncccn3)CC2)cc1,103,-0.5,1,4,-7,3,0.0,3,3,2
O=S(=O)(c1ccc(Br)cc1)N1CCN=C1SCc1cccnc1,102,2.9,-1,6,-2,-2,0.5,3,2,-4
O=c1[nH]c(SCc2ccccc2)nc2c1sc1ccccc12,95,-1.0,-3,-3,3,-4,-0.4,6,6,6
Cc1nc2ccccc2c(=O)n1NC(=O)C1CC1,104,3.0,0,1,1,6,-0.2,2,0,0
O=C(NCc1ccccc1)c1cc(C2CCCN(C(=O)c3ccc4c(c3)CCO4)C2)on1 (centres undefined),101,-0.3,-3,0,-5,20,-0.1,-1,-3,-1
COc1ccc(OC)c(C(=O)N2CCC(C(=O)c3ccc(F)cc3)CC2)c1,93,0.5,-6,-2,-4,12,0.3,-4,-1,6
O=c1c(Cl)c(N2CCOCC2)cnn1-c1ncc(C(F)(F)F)cc1Cl,99,1.3,1,4,-6,0,0.8,2,-1,6
CC1Cc2ccccc2N1Cc1nc2cc(Cl)ccc2c(=O)[nH]1 (centres undefined),108,-2.4,3,1,-1,2,-0.3,0,-3,18
O=C1COc2cc(S(=O)(=O)CCC(=O)N3CCCCC3)c(Cl)cc2N1,99,-0.9,-1,7,-6,.,-0.1,3,-2,8
COc1ccccc1NC(=O)CC(=O)c1cccc([N+](=O)[O-])c1,89,-0.7,0,3,-3,11,0.0,-3,1,1
COc1cccc(-c2ccc(-c3noc(-c4ccccc4F)n3)c(OC)n2)c1,100,1.0,4,3,-6,-4,-0.2,3,-4,1
Cc1ccc(Cn2ccc(=O)c(Cc3c(Cl)cccc3Cl)c2C)cc1,112,0.4,-5,-3,-6,7,0.0,-10,-3,-20
COc1ccc(Cl)cc1-c1csc(N)n1,97,-0.7,4,2,-4,-3,-0.1,-1,4,6
COc1ccc(N=C2NC(=O)/C(=C\c3ccco3)S2)cc1,101,-0.5,4,1,-1,-2,-0.5,-10,-2,1
COc1cccc(C(=O)Nc2cc(NC(=O)c3ccco3)ccc2OC)c1,96,-3.4,-3,-2,-4,-2,1.5,1,-1,4
CCOc1ccc(S(=O)(=O)N2CCN(C(=O)c3oc4ccccc4c3C)CC2)cc1,94,-0.5,2,11,-6,2,0.0,-14,0,-6
COc1nn(CC(=O)N2N=C(C)CC2(O)C(F)F)cc1[N+](=O)[O-] (centres undefined),97,4.3,4,0,-5,-17,-0.1,-3,-1,16
Cc1ccc(NC(=O)COC(=O)CCC(=O)c2cccs2)c(C)c1,423,0.3,1,0,8,-7,0.0,1,-1,1
COC(=O)[C@@H](Cc1c[nH]c2ccccc12)NCc1cccc(B(O)O)c1,99,1.5,3,-7,-6,2,0.0,-1,-2,7
O=c1oc(C2(O)CCCCC2)cc2ccc(-c3ccc4[nH]ccc4c3)cc12,95,-1.2,-8,-2,-6,-1,-0.3,-10,4,-4
CC1(C)C2CC=C(/C=N/NC(=S)Nc3cccnc3)C1C2 (centres undefined),94,-0.3,1,-1,2,-1,-0.1,-3,-1,1
CN1CCC2(CC1)Nc1nc(SCc3ccc(Cl)cc3)nn1C1=C2CN(C)CC1,99,-2.9,1,3,-3,-2,2.2,4,1,6
O=C(O)c1cccc(N2C(=S)N=C(Nc3ccccc3)C23CCCCC3)c1,103,-0.6,0,0,-2,0,0.4,36,28,2
O=C(COC(=O)c1ccc(F)c([N+](=O)[O-])c1)NC(=O)NCc1ccccc1,94,-0.4,11,0,-14,7,0.3,1,-4,-18
CN1CCN(S(=O)(=O)c2ccc(Nc3ccc(F)cc3)nc2)CC1,96,0.2,1,-7,-6,0,0.0,-8,6,-4
Cc1ccc(N=Cc2nc(-c3ccco3)oc2O)cc1,101,-1.0,-2,2,-9,-6,0.1,-9,0,-7
O=C(O)Cn1cc(C(=O)C2CC2)c2ccccc21,96,1.4,0,-3,-3,-2,0.0,1,1,6
CN1CC(=O)N(CC(=O)Nc2ccc(F)cc2)c2ccccc2C1=O,99,2.9,-2,1,-4,2,-0.1,8,0,-6
Cc1ccc(C)c(C(=O)Cn2c(NCCO)nc3ccccc32)c1,96,-0.5,2,-8,-12,19,-0.1,.,4,3
O=S1(=O)N=C(Nc2ccc(N3CCOCC3)c(Cl)c2)c2ccccc21,99,0.4,-1,-2,-5,-1,-0.3,-1,0,-1
C[C@@H]1C(=O)O[C@@H]2[C@H](O)C34[C@H]5C[C@@H](C(C)(C)C)C36[C@H](OC(=O)[C@@H]6O)OC4(C(=O)O5)[C@@]12O (some centres undefined),99,-0.6,4,-3,-4,-5,-0.2,5,-2,2
O=C(/C=C/c1ccc([N+](=O)[O-])cc1)Oc1ccc(/C=N/NC(=O)c2ccncc2)cc1,97,0.1,3,-2,-15,-4,-0.3,6,-7,-2
N#CC(c1ccc(Cl)cc1)N1CCOCC1 (centres undefined),95,-0.7,1,0,-5,-6,-0.4,-4,-1,-6
CCOC(=O)CC1C(=O)NCCN1C(=O)c1ccc(Cl)cc1Cl (centres undefined),97,-0.5,2,-7,-20,-3,0.1,4,-3,1
O=C(Cc1ccccc1)Nc1ccc(F)cc1,99,-0.1,-1,4,-3,15,-0.1,7,5,-5
Cc1nc2cc(NC(=O)N3CCCC3)ccc2n1C,100,-0.9,1,-3,18,0,-0.1,7,-4,1
C/C(=N/NS(=O)(=O)c1ccc(Cl)cc1)c1ccncc1,98,-0.2,2,6,-11,1,0.7,.,-6,-2
CCCC[C@@H]1CNCCN1CCc1cccc2ccccc12,99,-1.1,-2,-7,-9,-7,3.0,.,5,4
COC(=O)c1cn(NC(=O)c2cnccn2)c(=O)c2ccccc12,90,2.4,-2,0,.,14,0.4,4,0,16
O=S(=O)(Nc1ccc(-c2ccc3nncn3n2)cc1)c1ccccc1F,100,0.4,1,2,-6,4,0.3,14,-2,6
CCOc1ccc(NC(=O)CSc2nc3c(c(=O)n2C)SC(C)C3)cc1 (centres undefined),98,-0.8,-1,-3,-8,12,0.6,-8,-4,-17
Cc1cc([N+](=O)[O-])nn1CC(=O)NNC(=S)Nc1ccc(F)cc1,102,-1.5,1,4,-6,-3,0.0,.,-2,-2
O=C(/C=C/c1cccc([N+](=O)[O-])c1)NCCN1CCOCC1,88,3.4,2,3,-9,4,-0.1,-3,4,1
CC(C)CCNC(=O)CN(Cc1ccco1)C(=O)CCC(=O)Nc1nccs1,103,0.1,4,5,-3,-5,0.0,3,0,5
CCc1ccc(NC(=O)CSc2ccccn2)cc1,100,0.9,-2,-3,-3,-1,-0.1,0,-2,1
Cc1ccc(S(=O)(=O)N2[C@@H](c3ccc(Cl)cc3)C(C(=O)O)=CC[C@H]2c2cccc(C)c2)cc1,89,-0.6,3,4,1,-3,0.1,-3,10,0
O=C1c2ccccc2-c2c1cccc2C(=O)N(CCO)CCO,99,-0.9,1,6,.,6,0.0,5,1,3
S=C(Nc1ccc(Br)cc1Cl)Nn1cnnc1,103,-0.3,1,7,-6,7,0.8,-4,3,-2
CCN(C[C@H]1N[C@@](C)(C(=O)OC)[C@H]2C(=O)N(C)C(=O)[C@@H]12)C(C)=O,100,0.3,0,-2,-4,-15,0.0,8,-1,-1
CCOC(=O)C1CCCN(C(=O)c2cc(OC)ccc2Br)CC1 (centres undefined),97,1.4,-3,4,-4,4,0.1,10,-4,1

# (cont.)
SMILES,ABCB6 inh MLPCN,iPSC survival up,Glyco luc inh,m5-HT2A agonist,CaV13 FRET inh,PDI turbidity,aDG glyco up,Vif imaging,Exocytosis inh,H9c2 protect
COc1ccc(-c2csc(C(O)c3ccc(F)c(OC)c3)n2)cc1 (centres undefined),88,1.1,1,8,-5,-7,0.1,-15,-7,-15
Cc1noc(C)c1C(=O)OCC(=O)Nc1cccc(S(=O)(=O)N(C)C)c1,99,-1.2,-1,4,-6,0,-0.3,12,-4,-3
CCc1ccc(OC(C)C(=O)Nc2ccccc2C(=O)N2CCOCC2)cc1 (centres undefined),109,-0.2,0,-1,-2,0,0.5,-2,3,6
COC(=O)c1ccc(S(=O)(=O)NCCc2ccccc2OC)n1C,96,-0.5,1,-7,-2,-1,0.0,-10,5,-6
O=C(/C=C/c1ccc(Cl)cc1)N1CCN(CCN2C(=O)c3cccc4cccc(c34)C2=O)CC1,96,0.4,0,2,-4,-5,-0.1,-2,-2,14
CC(C)c1ccc(NC2CCCN(C(=O)c3cscn3)C2)cc1 (centres undefined),97,0.8,1,-2,.,8,0.1,-2,-3,4

# Screens as filed in PubChem BioAssay.
